# Tau ThT inhib: qHTS for Inhibitors of Tau Fibril Formation, Thioflavin T Binding; Potency, µM (titrated, usually from 57.4 µM), without a hit: at the top dose activity, negative = inhibition, most hits filed as inhibitors; AID 1460, 2008; hit rate 2.1% among 270,000; recombinant tau K18 P301L, heparin-induced fibrillization, ThT fluorescence; Microtubule-associated protein tau (Homo sapiens), P10636; note: % is set by controls: 0 for no effect and ±100 for the full control effect; nearly all actives have a fitted effect of over 55% in size
# Target sequence (P10636 561-689 P618L limits assumed): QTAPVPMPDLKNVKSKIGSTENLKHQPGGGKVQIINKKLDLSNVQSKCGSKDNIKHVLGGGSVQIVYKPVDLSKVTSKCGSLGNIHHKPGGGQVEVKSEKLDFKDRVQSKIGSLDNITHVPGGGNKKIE
#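 Aggregation was driven by heparin (20 uM final) acting on recombinant tau […] bearing P301L in 100 mM sodium acetate pH 7; fibrils were detected with Thioflavin T.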
# L3MBTL1 inh: qHTS Assay for the Inhibitors of L3MBTL1 | Potency, µM (top dose mostly 57.1 µM), for the others: at the top dose activity, negative = inhibition, usual class: inhibitors | hit rate 0.66% among 230,000 | AlphaScreen L3MBTL1–H3K9me1 peptide binding | Lethal(3)malignant brain tumor-like protein 1 (Homo sapiens), Q9Y468; note: % is set by controls: 0 for no effect and ±100 for the full control effect; nearly all actives have a fitted effect of over 60% in size
#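 L3MBTL1 50 nM + b-AHA-H3(1-15)K9me1 75 nM, 30 min RT; compound added, 30 min RT; streptavidin donor/Ni-chelate acceptor beads 10 ug/mL each final, 30 min RT dark; AlphaScreen read.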
# TRb SRC2 PPI: qHTS for Inhibitors of the Interaction of Thyroid Hormone Receptor and Steroid Receptor Coregulator 2 | Thyroid hormone receptor beta (Homo sapiens), P10828 | TRbeta-SRC2 peptide binding, fluorescence polarization; receptor liganded with 1 µM T3 | Potency, µM (doses to about 106 µM), for the others: top-dose activity change, negative = inhibition, most hits filed as inhibitors | hit rate 0.065% among 280,000;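 note: plate controls were bound peptide for no effect and peptide without receptor for full effect; nearly all actives have a fitted effect of over 50% in size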
# Target sequence (P10828 whole entry, looked up): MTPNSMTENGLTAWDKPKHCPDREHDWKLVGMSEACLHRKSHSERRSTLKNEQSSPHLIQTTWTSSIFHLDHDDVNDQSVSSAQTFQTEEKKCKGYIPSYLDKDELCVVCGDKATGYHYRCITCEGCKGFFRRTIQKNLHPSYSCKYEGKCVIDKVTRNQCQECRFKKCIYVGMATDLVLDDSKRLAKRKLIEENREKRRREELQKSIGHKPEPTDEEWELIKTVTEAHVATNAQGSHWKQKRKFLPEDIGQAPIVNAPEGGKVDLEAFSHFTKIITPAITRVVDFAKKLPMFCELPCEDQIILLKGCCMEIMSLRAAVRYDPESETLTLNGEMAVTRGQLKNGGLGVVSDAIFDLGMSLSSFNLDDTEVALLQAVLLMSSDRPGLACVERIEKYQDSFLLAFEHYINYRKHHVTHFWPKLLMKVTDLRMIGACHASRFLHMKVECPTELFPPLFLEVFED
#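 Decrease in fluorescence polarization of 20 nM Texas Red SRC2 coactivator peptide flagged inhibition of its binding to 0.6 uM TRb LBD; 1 uM T3 included, incubation 5 hr, ex 555/em 632 nm.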
# Tau fluor counter: Counterscreen qHTS for Inhibitors of Tau Fibril Formation, Fluorescence Polarization. Potency, µM (doses to about 57.7 µM), inactives show top-dose activity change, negative = decrease. tau K18 P301L Alexa594 fluorescence, heparin fibrillization. hit rate 0.93% among 280,000; note: % is set by controls: 0 for no effect and ±100 for the full control effect; nearly all actives have a fitted effect of over 55% in size
#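 Human tau K18 P301L (15 uM unlabeled, 0.24 uM Alexa 594-labeled) in 100 mM sodium acetate pH 7 with 20 uM heparin, 6 hr at 37 C. ThT 30 uM added, 1 hr ambient; Alexa 594 FP and total fluorescence read at 555/632 nm.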
# TexasRed fluor: Total Fluorescence Counterscreen for Inhibitors of the Interaction of Thyroid Hormone Receptor and Steroid Receptor Coregulator 2; hit rate 0.29% among 280,000; TRb/SRC2 Texas Red total fluorescence interference; Potency, µM (titrated, usually from 106 µM), for inactives: top-dose fluorescence change, negative = quenching; active = well fitted curve in either direction with a large enough effect; inconclusive = small, poorly fitted or top-dose-only effect; note: % is set by controls: 0 for no effect and ±100 for the full control effect
#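 Human TRβ ligand-binding domain (0.6 uM) and Texas Red SRC2 peptide (20 nM) in Tris buffer with 1 uM T3 and 5% DMSO were incubated with pinned compound for 5 hr at ambient temperature. Total fluorescence was computed as S + 2P (555/632 nm).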
# RECQ1 helicase: qHTS Assay for Inhibitors of RecQ-Like Dna Helicase 1 (RECQ1); RECQ1 DNA unwinding, red fluorescence kinetic read; Potency, µM (series often up to 57.3 µM), for the others: top-dose activity, negative = inhibition, most hits filed as inhibitors; hit rate 0.54% among 240,000;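 note: plate controls were vehicle for no effect and no enzyme for full effect; nearly all actives have a fitted effect of over 30% in size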
#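 50 nM RECQ1T1 preincubated 15 min with compound in Tris pH 8.0 buffer with MgCl2, DTT, Tween-20 and 2.5 ug/ml poly(dI-dC); started with 200 nM TAMRA/BHQ-2 forked duplex and 2 mM ATP. Unwinding read as fluorescence (525/598 nm), two reads 2 h apart.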
# HTT ATP protect: qHTS Multiplex Assay to Identify Dual Action Probes in a Cell Model of Huntington: Cytoprotection (ATP); PC12 HTT-Q103 induced, cytoprotection, ATP luminescence, 40 h; AID 1471, 2008; Potency, µM (series often up to 56.4 µM), without a hit: cytoprotection (ATP increase), actives largely listed as activators; hit rate 0.14% among 230,000;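 note: % of control where 0% means no effect; nearly all actives have a fitted effect of over 45% in size; toxic huntingtin expression switched on by the ecdysone agonist tebufenozide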
#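 PC12 cells stably carrying ecdysone-inducible Htt exon 1 (Q103)–GFP were induced with 100 nM tebufenozide (final) alongside library compounds in a dose series. Cytoprotection was scored as retained ATP by ATPlite luminescence.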
# Tau FP inhib: qHTS for Inhibitors of Tau Fibril Formation, Fluorescence Polarization. hit rate 0.39% among 280,000. AID 1468, 2008. K18 P301L tau heparin fibrillization, Alexa594 FP, 6 h. Potency, µM (titrated, usually from 57.7 µM), for inactives: at the top dose activity, negative = inhibition, actives largely listed as inhibitors; note: % is set by controls: 0 for no effect and ±100 for the full control effect; nearly all actives have a fitted effect of over 55% in size
#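 Compound effects on tau fibrillization are measured by Alexa 594 fluorescence polarization (ex 555, em 632 nm). K18 P301L tau is used at 15 uM with 0.24 uM labeled tracer, and 20 uM heparin induces aggregation over 6 hr at 37 C.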
# Numbers without * were called inactive; i = inactive; ? = inconclusive; . = no result given; [ ] = dose if it differs, or a comment. Unless noted, calls come from the whole dose curve; as a rule, active = well fitted curve in the direction sought with a large enough effect; inconclusive = small, poorly fitted or top-dose-only effect, or another doubt; inactive = no such curve, though single readings can be large; an effect the other way counts as inactive or inconclusive. Potency is the fitted concentration of half-maximal effect. Some of the compounds tested; count on the stated rates, not on these rows.
SMILES,Tau ThT inhib,L3MBTL1 inh,TRb SRC2 PPI,Tau fluor counter,TexasRed fluor,RECQ1 helicase,HTT ATP protect,Tau FP inhib
O=c1c([N+](=O)[O-])c(NCCN2CCCCCC2)c2ccccc2n1-c1ccccc1,-7%,-1%,-2%[53 µM],-7%,-2%[53 µM],-6%,30%[10 µM],0%
O=C(CSc1ccc(-c2cccc([N+](=O)[O-])c2)nn1)N1CCCCCC1,-11%,17%,-7%,-13%,-1%,-3%,-61%[inhibitor],3%
O=C(NCc1cccs1)c1cccnc1SCCS(=O)(=O)c1ccc(C(F)(F)F)cn1,-6%,7%,-1%,-14%,-2%,-10%,7%[10 µM],-7%
CCCOC(=O)CSc1nnc2ccc3ccccc3n12,1%,.,-2%,-10%,3%,.,.,0%
CC(/C=C/C1(O)C(C)CC(=O)CC1(C)C)OC1OC(CO)C(O)C(O)C1O (configuration not stated),-8%,-22%,3%,-3%,-3%,-13%,30%[10 µM],2%
Cc1ccccc1-c1nnc(SCC(=O)N(C)c2ccccc2)o1,-7%,.,-2%,-14%,-11%,.,.,4%
CN(c1ccccc1C(=O)N1CCOCC1)S(C)(=O)=O,5%,.,-11%,5%,-1%,17%,0%,4%
COC(=O)c1ccc(NC(=O)C2CCCO2)cc1 (configuration not stated),-11%,6%,-25%,-6%,1%,i,-5%,-5%
CCN1CCN(C(=S)c2ccc([N+](=O)[O-])cc2)CC1,-1%,2%,1%,3%,-1%,-1%,17%[10 µM],-6%
CN(C)C(=O)N1CCN(C(=O)N2CCOCC2)CC1,13%,-3%,-8%,12%,-3%,-1%,-26%[10 µM],?
CCOC(=O)C1CCN(C(=O)/C=C/c2ccccc2OC)CC1,-12%,.,6%,-6%,-1%,-9%,-10%,-1%
OCCNc1nc(-c2ccccc2)c2cc(Cl)ccc2n1,3%,40%[activator],6%,1%,-2%,20%,-13%[10 µM],3%
CCOC(=O)/C(C#N)=C1/C=Nc2ccccc2N1,?,.,0%,-5%,-5%,17%,-13%,2%
Cc1nc(SCC(=O)Nc2ccc(OCc3ccccc3)cc2)n[nH]1,-14%,17%,-6%,-17%,-4%,i,-7%[10 µM],-2%
Cc1cccn2c(=O)c3cc(C(=O)NCc4ccccc4Cl)sc3nc12,-4%,.,7%,-5%,-5%,.,.,?
CCN=C1S/C(=C\c2sccc2C)C(=O)N1CC,-16%,21%,1%,-14%,-4%,-8%,8%[10 µM],?
O=C(COc1ccc(S(=O)(=O)N2CCc3ccccc32)cc1Cl)NCc1ccccn1,?,23%[11.4 µM],-4%,-17%,-1%,-1%,21%,-2%
CC(=O)Nc1ccc(NC(=O)COc2ccccc2C(=O)Nc2cccc(Cl)c2Cl)cc1,3%,3%,-2%,-16%,-2%,-2%,.,-15%
CC1(c2ccccc2)NC(=O)N(NC(=O)CSc2n[nH]c(N)n2)C1=O (configuration not stated),-3%,.,0%,-1%,0%,4%,12%[10 µM],-2%
CCCCC1=CC2=CC(=O)C(C)(OC(=O)CC)C(=O)C2=CN1c1cccc(C#N)c1 (configuration not stated),2%[11.5 µM],.,7%[11.2 µM],-3%[11.6 µM],-2%[11.2 µM],1%[11.5 µM],-17%[10 µM],2%[11.6 µM]

# Rewritten with two lines to a compound: six of the compounds above
# Results follow in this order: Tau ThT inhib | L3MBTL1 inh | TRb SRC2 PPI | Tau fluor counter | TexasRed fluor | RECQ1 helicase | HTT ATP protect | Tau FP inhib
CC1(c2ccccc2)NC(=O)N(NC(=O)CSc2n[nH]c(N)n2)C1=O (configuration not stated)
  -3% | . | 0% | -1% | 0% | 4% | 12%[10 µM] | -2%
O=C(COc1ccc(S(=O)(=O)N2CCc3ccccc32)cc1Cl)NCc1ccccn1
  ? | 23%[11.4 µM] | -4% | -17% | -1% | -1% | 21% | -2%
OCCNc1nc(-c2ccccc2)c2cc(Cl)ccc2n1
  3% | 40%[activator] | 6% | 1% | -2% | 20% | -13%[10 µM] | 3%
CC(=O)Nc1ccc(NC(=O)COc2ccccc2C(=O)Nc2cccc(Cl)c2Cl)cc1
  3% | 3% | -2% | -16% | -2% | -2% | . | -15%
CCCCC1=CC2=CC(=O)C(C)(OC(=O)CC)C(=O)C2=CN1c1cccc(C#N)c1 (configuration not stated)
  2%[11.5 µM] | . | 7%[11.2 µM] | -3%[11.6 µM] | -2%[11.2 µM] | 1%[11.5 µM] | -17%[10 µM] | 2%[11.6 µM]
CCOC(=O)C1CCN(C(=O)/C=C/c2ccccc2OC)CC1
  -12% | . | 6% | -6% | -1% | -9% | -10% | -1%

# Remaining list, next part.
SMILES,Tau ThT inhib,L3MBTL1 inh,TRb SRC2 PPI,Tau fluor counter,TexasRed fluor,RECQ1 helicase,HTT ATP protect,Tau FP inhib
Oc1c(Br)cc(Cl)cc1C=Nc1ccccc1Br,-7%,-2%,-9%,-7%,-1%,1%,23%[10 µM],-1%
CCN(C(=O)CSc1ncn[nH]1)c1cccc2ccccc12,-8%,-5%,-13%,-4%,-1%,9%,-23%,2%
COc1cccc(NC(=O)C2C3C=CC(O3)C2C(=O)NCc2cccnc2)c1 (configuration not stated),1%,-4%,-17%,-4%,-1%,-1%,-14%,-2%
Cc1ccc(/C=C(\CCC(=O)O)c2nc3ccccc3s2)cc1[N+](=O)[O-],?,0%,-2%[53 µM],11%,-2%[53 µM],-4%,25%[10 µM],6%
O=C1CCCC2=C1C(c1ccncc1)c1c(nc(SCc3ccccc3)[nH]c1=O)N2 (configuration not stated),-7%,9%,-6%,2%,-4%,5%,8%,1%
Cc1ccccc1CNC(=O)CCc1cn(Cc2ccccc2C)c2ccccc12,-8%,.,2%,-4%,-3%,.,.,10%
CCOc1ccccc1NC(=O)Cn1c(=O)n(Cc2ccccc2)c(=O)c2cccnc21,-3%,.,-32%[53 µM],?,-91%[53 µM],.,.,-12%
COc1cc(OC)c(S(=O)(=O)Nc2ccccc2N2CCOCC2)cc1NC(C)=O,-10%,12%,-1%,-15%,-7%,-3%,7%[10 µM],-4%
COc1ccc(C(=O)Nc2nnc(C(C)C)s2)cc1OC,0%,.,-1%,-7%,0%,.,.,-3%
CCN(C(=O)CSc1nnc(-c2ccc(Cl)cc2)o1)c1ccccc1,-10%,.,-4%,-12%,3%,.,.,7%
CCOC(=O)C1CCN(c2nc3ccccc3nc2C(C#N)C(=O)OC(C)C)CC1 (configuration not stated),-14%,9%,-8%,-15%,0%,i,-33%,-7%
COc1cc2c(cc1OC)n(CC(=O)c1ccc(C)cc1C)c(=O)n1nc(CCn3nc(C)cc3C)nc21,-4%,.,-2%,-9%,-6%,.,.,-10%
COC(=O)c1[nH]c2c(c1C)C(=O)CC(c1ccc(C)cc1)C2 (configuration not stated),-2%,.,4%,2%,3%,12%,-17%,-4%
COc1ccc(-c2cc(-c3n[nH]c(=S)n3-c3ccccc3Cl)[nH]n2)cc1,-21%,-17%,3%,-18%,-4%,-5%,.,1%
c1csc(C2Nc3cccc4cccc(c34)N2)c1,11µM*,-4%,0%,16µM*[quencher],-18%,0%,4%,?
Cc1cc(C)nc(-n2nc(C)c3c(C(=O)O)cc(-c4cccc(Br)c4)nc32)n1,-12%,.,8%,-2%,-2%,i,9%[10 µM],7%
CCOC(=O)c1ccc(NC(=O)CC2Sc3ncnn3C2=O)cc1 (configuration not stated),?,-6%,-28%,-4%,-2%,-5%,14%[10 µM],5%
CN(C)/C=C1\SC(=S)N(c2ccc(F)cc2)C1=O,.,.,-4%,25%,1%,i,22%[10 µM],1%
Cc1cccc(NC(=O)C2CCCN2S(=O)(=O)c2ccc3nc(-c4ccccc4)[nH]c3c2)c1 (configuration not stated),1%,.,-6%,20µM*[quencher],-2%,.,.,?
Cc1ccccc1C(=O)NC1CCN(CC(=O)NCc2cccs2)CC1,-8%,.,-1%,-11%,-10%,-8%,-15%,-3%
CSCC[C@H](NC(=O)c1ccc(Cl)c([N+](=O)[O-])c1)c1nc2ccccc2[nH]1,?,-9%,6%,?,7%,-9%,-2%[1.9 µM],0%
CC(/C=N/NC(=O)c1ccc2nc(C)[nH]c2c1)=C\c1ccccc1,10%,-1%,5%,10%,-2%,-8%,25%[10 µM],4%
